# Screening results: PubChem, Sanford-Burnham Center for Chemical Genomics
# Jurkat NFkB inh = inhibitors of the PMA/ionomycin-induced NF-kB reporter in Jurkat cells. PMA/ionomycin-induced NF-kB luciferase reporter, luminescence. inhibition, % at 4 µM. 330,000 compounds, 0.53% hits. AID 435003
# CCR6 antagonist = antagonists of human CCR6 receptor | inhibition, % at 20 µM | AID 493098 | 340,000 compounds, 0.49% hits | P51684 | CHO-K1 CCR6 PathHunter beta-arrestin, luminescence, CCL20-stimulated;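 active = compounds whose inhibition of the agonist-driven luminescence signal at 20 µM reaches about 50%, limit read from the data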;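 note: cells stimulated with CCL20 at 14 nM final; plate controls were DMSO with CCL20 for no effect and DMSO without agonist for full effect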
# Target sequence (P51684 whole entry, looked up): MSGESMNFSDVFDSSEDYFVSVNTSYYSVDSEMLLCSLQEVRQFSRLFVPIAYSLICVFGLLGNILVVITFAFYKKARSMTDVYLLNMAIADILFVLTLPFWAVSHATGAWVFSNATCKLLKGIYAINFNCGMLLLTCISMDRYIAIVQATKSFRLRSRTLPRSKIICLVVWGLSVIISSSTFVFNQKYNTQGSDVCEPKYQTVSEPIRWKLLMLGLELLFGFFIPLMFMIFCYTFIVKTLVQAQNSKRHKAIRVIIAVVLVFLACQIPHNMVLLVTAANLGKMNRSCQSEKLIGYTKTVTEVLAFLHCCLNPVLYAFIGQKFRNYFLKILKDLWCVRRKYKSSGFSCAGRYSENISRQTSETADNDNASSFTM
# Gli-Sufu antag = blocks Gli-Sufu signaling in a luciferase reporter | Sufu-KO-LIGHT fibroblasts, Gli luciferase reporter luminescence | inhibition, % at 5 µM | 340,000 compounds, 0.74% hits | AID 588413;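 active = inhibition above about 55%, limit read from the data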;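 note: 0% = DMSO-treated cells and 100% = wells with medium but no cells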
# EBI2 block = antagonists of human EBI2 receptor. P32249. EBI2 beta-arrestin recruitment, luminescence, 7a,25-OHC stimulated. inhibition, % at 5 µM. 360,000 compounds, 0.81% hits; in the data active = inhibition above about 38%;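 note: enzyme fragment complementation signal reports receptor beta-arrestin coupling in cells; 0% = agonist plus DMSO wells and 100% = wells without agonist; some results beyond the cut were filed as inactive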
# Target sequence (P32249 whole entry, looked up, the tested form may be a part): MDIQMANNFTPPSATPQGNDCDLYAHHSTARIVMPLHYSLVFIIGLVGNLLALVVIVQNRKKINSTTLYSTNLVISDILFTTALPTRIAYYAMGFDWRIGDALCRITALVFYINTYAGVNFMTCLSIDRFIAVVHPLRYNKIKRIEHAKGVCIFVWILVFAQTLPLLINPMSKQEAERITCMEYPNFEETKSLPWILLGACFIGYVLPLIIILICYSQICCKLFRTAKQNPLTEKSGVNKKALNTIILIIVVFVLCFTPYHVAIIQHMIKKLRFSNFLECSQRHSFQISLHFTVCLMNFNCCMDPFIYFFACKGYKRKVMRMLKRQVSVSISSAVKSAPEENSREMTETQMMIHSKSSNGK
# UBC13 polyUb = blocks human UBC13 polyubiquitin chain formation. P61088. AID 485273. TR-FRET. 330,000 compounds, 0.47% hits. inhibition, % at 20 µM; in the data active = inhibition above about 45%, passing the limit was not always enough
# Target sequence (P61088 whole entry, looked up): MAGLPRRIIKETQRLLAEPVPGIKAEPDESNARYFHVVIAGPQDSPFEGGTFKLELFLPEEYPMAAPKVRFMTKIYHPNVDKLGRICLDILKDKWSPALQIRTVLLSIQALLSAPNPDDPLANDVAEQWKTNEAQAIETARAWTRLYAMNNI
# Apaf-1 inh = blocks human Apaf-1 apoptosome activity | AID 489030 | 330,000 compounds, 0.71% hits | O14727 | inhibition, % at 20 µM | reconstituted apoptosome caspase-3 activity, DEVD-Rh110 fluorescence; active = inhibition of at least 40% at 20 µM;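 note: plate controls were DMSO wells for no effect and DEVD-CHO caspase inhibitor wells for full effect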
#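 Material: reconstituted apoptosome with Apaf-1, cytochrome c, caspase-9, procaspase-3, dATP. Technique: Rh110 fluorescence intensity. Buffer or medium: pH 7.5 Hepes buffer with CHAPS, BSA, DTT. Times: 30 min plus 50 min, RT.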
# 697 NFkB inh = inhibitors of the PMA/ionomycin-induced NF-kB reporter in 697 B cells. 330,000 compounds, 0.33% hits. 697 B-cell NF-kB luciferase reporter, 16 h. AID 435022. inhibition, % at 4 µM; in the data active = inhibition above about 35%
# SENP8 block = inhibitors of human SENP8 protease; AID 2540; inhibition, % at 10 µM; purified SENP8, Z-RLRGG-aminoluciferin cleavage, luminescence; 330,000 compounds, 1.2% hits
# Starred values were filed as active, the others as inactive; x = no result given; & = joins results of further samples. Cut-off read from the data, not from the text of the source, unless noted: active = inhibition above about 50%; inactive = the rest. Some of the compounds tested. The share of hits here may be higher or lower than overall.
SMILES,Jurkat NFkB inh,CCR6 antagonist,Gli-Sufu antag,EBI2 block,UBC13 polyUb,Apaf-1 inh,697 NFkB inh,SENP8 block
C[C@H](CO)N1C[C@H](C)[C@@H](CN(C)C(=O)NC2CCCCC2)Oc2ccc(NC(=O)NC3CCCCC3)cc2C1=O,12.5,-0.2,-2.0,-0.3,6.1,4.8,19.6,-0.1
NC(=O)C1CCN(C(=O)Cc2ccc(-c3ccccc3)cc2)CC1,3.5,-5.1,-9.4,0.5,-6.0,2.6,11.7,12.9
CN(C)N1C(N)=C(C#N)C(c2cccc3ccccc23)C2=C1CC(c1ccccc1)CC2=O (centres undefined),21.8,23.2,11.7,17.4,1.1,3.7,-22.7,-8.8
COc1ccc(COC(=O)c2nc3nc(C)cc(C)n3n2)cc1F,3.1,6.9,-2.0,-3.4,-5.3,7.6,16.2,-12.0
CCN(CC)S(=O)(=O)c1cccc(-c2nc3n(n2)Cc2ccccc2-3)c1,-47.6,4.5,-44.0,8.7,0.7,-11.0,-54.9,-17.9
c1cncc(-c2nc3ccccc3[nH]2)c1,0.4,-4.8,-9.2,-14.1,4.0,-27.3,15.3,-5.3
O=[N+]([O-])c1cccc(-c2ccc(SCc3cccnc3)nn2)c1,-5.4,5.6,-12.4,1.1,-4.3,20.2,-13.6,-14.4
COc1ccc(-n2nc(C(=O)NCC(=O)NC(C)C)c3ccccc3c2=O)cc1Cl,4.0,2.9,3.5,2.9,-2.5,4.6,10.5,4.9
O=C(/C=C/c1ccc(Cl)cc1)NCc1ccncc1,3.1,11.0,-2.0,14.2,3.8,-10.2,-0.6,-0.6
CCc1nc2ccccc2c(NC(=O)CN2CCC(C)CC2)c1C,2.0,2.7,50.5,-11.8,-12.8,6.2,-21.1,-13.4
Cn1nc(-c2ccc(Cl)cc2)c2cc(C(=O)NCCCN3CCCC3)sc21,-23.5,9.0,15.1,-7.9,40.4,49.2*,7.7,-4.7
O=C(NCc1cccc(Cl)c1)c1cc(COc2ccc3ncccc3c2)on1,28.9,6.3,37.5,8.1,2.9,10.2,-21.0,-7.7
O=C(/C=C/c1cccs1)N1CCC2(CC1)Oc1ccc(F)cc1C(=O)C21CC(c2ccccc2)=NO1 (centres undefined),20.9,11.4,21.1,38.2,-4.7,13.4,12.5,1.9
Cc1noc(C)c1CSc1nc2ccccc2n1CCc1ccccc1,-15.4,0.4,20.7,10.6,-5.5,18.1,-22.7,-0.5
CCn1c(COc2ccccc2C)nnc1SCC(=O)OC,14.2,0.4,6.2,2.1,7.6,-12.2,20.5,1.7

# Results in Gli-Sufu antag, SENP8 block and Apaf-1 inh (2 entries from above):
smiles	Gli-Sufu antag	SENP8 block	Apaf-1 inh
COc1ccc(-n2nc(C(=O)NCC(=O)NC(C)C)c3ccccc3c2=O)cc1Cl	3.5	4.9	4.6
O=C(/C=C/c1ccc(Cl)cc1)NCc1ccncc1	-2.0	-0.6	-10.2

# Part of the list above, with tabs.
SMILES	Jurkat NFkB inh	CCR6 antagonist	Gli-Sufu antag	EBI2 block	UBC13 polyUb	Apaf-1 inh	697 NFkB inh	SENP8 block
CN(C)N1C(N)=C(C#N)C(c2cccc3ccccc23)C2=C1CC(c1ccccc1)CC2=O (centres undefined)	21.8	23.2	11.7	17.4	1.1	3.7	-22.7	-8.8
COc1ccc(-n2nc(C(=O)NCC(=O)NC(C)C)c3ccccc3c2=O)cc1Cl	4.0	2.9	3.5	2.9	-2.5	4.6	10.5	4.9
O=[N+]([O-])c1cccc(-c2ccc(SCc3cccnc3)nn2)c1	-5.4	5.6	-12.4	1.1	-4.3	20.2	-13.6	-14.4
COc1ccc(COC(=O)c2nc3nc(C)cc(C)n3n2)cc1F	3.1	6.9	-2.0	-3.4	-5.3	7.6	16.2	-12.0

# Next part
SMILES,Jurkat NFkB inh,CCR6 antagonist,Gli-Sufu antag,EBI2 block,UBC13 polyUb,Apaf-1 inh,697 NFkB inh,SENP8 block
OCCCNc1ncnc2scc(-c3ccc(Cl)cc3)c12,-0.9,21.7,-11.3,12.0,8.4,3.3,-28.7,1.9
O=C(Cc1csc(Nc2nc(=S)[nH]c3ccccc23)n1)N1CCN(c2cccc(C(F)(F)F)c2)CC1,3.9,7.1,32.3,16.9,3.4,-7.7,-2.8,-2.6
O=C(NC(=S)Nc1ccc(N2CCOCC2)cc1)c1cccc(Cl)c1,-24.6,38.5,-20.4,7.6,-2.6,23.3,-12.7,0.5
CCOC(=O)Nc1ccc2nc(Sc3ccc(Cl)cc3)sc2c1,33.0,9.9,38.2,30.2,-0.6,16.7,-41.9,-14.0
CCC(=O)c1ccc(N2CCN(C(=O)c3cccc(F)c3)CC2)c(F)c1,-7.9,10.2,2.6,2.3,-7.8,9.8,-10.1,-6.3
CCOc1ccccc1NC(=O)COc1ccc(S(=O)(=O)N2CCCC2)cc1,0.7,17.1,-12.6,-6.1,10.4,17.9,-3.8,-7.7
Oc1cnc2ccccc2c1CN1CCOCC1,-7.1,4.6,1.2,2.5,6.6,1.7,-16.3,-6.9
Cc1ccc(C(=O)NCCc2csc(-c3cccnc3)n2)cc1,-32.5,-5.0,-12.6,5.8,-12.8,7.5,-26.5,-7.8
Cc1ccccc1NC(=O)c1nc2nccc(C)n2n1,-64.9,x,x,-2.1,-8.7,4.6,-25.5,-3.1
O=C(C1CCCN(S(=O)(=O)c2ccccc2)C1)N1CCCCC1 (centres undefined),0.4,9.7,4.7,-9.7,-3.0,5.9,1.6,-9.4
COc1ccc(-c2nnn(CC(=O)N(CCO)C(C(=O)NC3CCCC3)c3ccc(F)cc3)n2)cc1 (centres undefined),1.3,7.6,-6.7,36.5,-8.0,-5.3,11.1,-8.2
Cc1cccc(NC(=S)N2CCN(Cc3ccc4c(c3)OCO4)CC2)c1C,-4.2,-7.6,-13.3,1.0,-2.3,-6.8,-19.4,-1.0
O=C(Nc1cccc2c1CCCC2)c1cc([N+](=O)[O-])cc([N+](=O)[O-])c1,2.1,8.2,6.3,-19.9,-7.4,6.9,18.5,-1.1
CCOC(=O)Cn1c(=O)oc2cc(S(=O)(=O)NC3CCCCC3)ccc21,-8.8,12.4,9.5,-5.3,0.8,2.7,-17.5,-9.6
COc1cc(C(=O)Nc2oc(-c3ccccc3)c(-c3ccccc3)c2C#N)cc(OC)c1OC,9.8,17.0,15.8,13.1,-3.2,16.3,18.8,3.4

# Grouped by structure, those above with two or more sulfur atoms (2)
SMILES,Jurkat NFkB inh,CCR6 antagonist,Gli-Sufu antag,EBI2 block,UBC13 polyUb,Apaf-1 inh,697 NFkB inh,SENP8 block
O=C(Cc1csc(Nc2nc(=S)[nH]c3ccccc23)n1)N1CCN(c2cccc(C(F)(F)F)c2)CC1,3.9,7.1,32.3,16.9,3.4,-7.7,-2.8,-2.6
CCOC(=O)Nc1ccc2nc(Sc3ccc(Cl)cc3)sc2c1,33.0,9.9,38.2,30.2,-0.6,16.7,-41.9,-14.0

# New compounds follow.
SMILES,Jurkat NFkB inh,CCR6 antagonist,Gli-Sufu antag,EBI2 block,UBC13 polyUb,Apaf-1 inh,697 NFkB inh,SENP8 block
C/C(N)=C(/C#N)C(=O)COC(=O)C1Cc2ccccc2CN1S(C)(=O)=O (centres undefined),4.8,8.5&1.3,0.2&13.9,-12.9&-1.6,0.9,-1.7,12.7,1.5
CCc1cc(=O)oc2c(C)c(OC(C)C(=O)NCCCn3ccnc3)ccc12 (centres undefined),11.4,-4.8,6.5,-0.3,6.5,-1.0,-4.7,2.2
CC(OC(=O)c1ccc(F)c(S(=O)(=O)N2CCOCC2)c1)C(=O)NC1CCCC1 (centres undefined),5.4,17.1,1.3,-2.9,3.9,6.0,16.5,-14.7
CC(=O)Nc1cccc(NC(=O)CSc2nc(=O)n(CCN3CCOCC3)c3c2CCC3)c1,-17.4,11.2,-6.0,-4.3,-5.2,-1.0,-15.9,1.3
O=C(CCC(=O)c1ccc(Cl)s1)Nc1ncccc1O,8.1,-15.4,-14.9,-5.8,5.4,-8.1,-7.9,-3.4
COc1ccc(C2Nc3cc(OC)ccc3-n3cccc32)cc1 (centres undefined),-5.3,8.2,-10.1,16.1,11.1,6.5,-25.4,6.8
CCN(CC(=O)NCc1ccc(Cl)cc1)C(=O)CCC(=O)c1ccc(F)cc1,0.4,-7.1,1.7,9.1,1.2,2.4,11.0,2.1
CCN(CC(=O)Nc1ccc(OC)cc1)C(=O)CSCc1ccc(C)cc1,-16.5,4.4,-9.0,-8.8,-1.1,-11.3,5.7,1.8
COc1cc2c(cc1OC)[C@@H](NC(=O)CCc1ccccc1)[C@H](OCc1ccccc1)C2,x,10.0,-11.5,6.1,x,16.0,13.0,x
Nc1ncc(-c2ccc([N+](=O)[O-])cc2)cn1,-14.6,12.5,-14.0,-13.9,-7.8,7.3,5.8,5.6
CCCC(=O)Nc1ccc(N2CCOCC2)cc1,-11.5,17.2,-16.9,-6.8,12.2,-5.8,5.4,-10.5
O=C(Cn1c(=O)[nH]c2sc3c(c2c1=O)CCCC3)NCC1CCCO1 (centres undefined),13.2,-10.4,24.6,0.0,-2.8,-2.3,-8.3,-8.6
Nc1ccc(C(=O)c2cccs2)cn1,-17.0,8.8,-7.4,-5.1,-4.4,5.4,-8.0,3.2
CN(C(=S)Nc1ccc(SC(F)F)cc1)c1ccc(O)cc1,0.8,2.3,10.3,7.9,9.7,69.9*,-24.7,0.2
Cc1cccc(C(=O)Nc2ccc(S(=O)(=O)Nc3nc(C)cc(C)n3)cc2)c1,17.6,4.0,2.2,0.3,-0.6,2.8,2.6,3.6
COc1ccc(-c2cc(C(=O)N3CCN(c4ccccc4OC)CC3)no2)cc1,5.2,11.2,-10.3,68.3*,-1.8,26.7,-6.3,-14.9
CCOC(=O)c1ccc(NC(=O)CN2C(=O)NC3(CCCCCCC3)C2=O)cc1,-1.8,6.5,-5.2,2.5,4.9,9.6,-41.5,13.3
CCOC(=O)N1CCN(C(=O)C2CCC(CNS(=O)(=O)c3ccc(Cl)cc3)CC2)CC1 (centres undefined),13.2,4.0,-22.8,5.1,-0.9,-5.8,5.1,-0.5
COc1ccccc1NC(=O)c1ccc(-c2ccccc2F)o1,-22.5,6.0,1.1,8.3,13.9,6.5,-26.4,-7.5
CCC1CCCCN1CCCNC(=O)c1ccc(CS(=O)(=O)Cc2ccc(Cl)cc2)o1 (centres undefined),-0.4,22.7,19.9,-4.4,4.8,4.0,15.2,9.9
Cc1ccc(S(=O)(=O)NCC(=O)OC(C)C(=O)Nc2ncc(Cl)cc2Cl)cc1 (centres undefined),-1.7,-2.9,-0.8,5.4,8.0,-4.9,13.3,5.1
CCOC(=O)C(=O)Nc1ccc2c(c1)OCO2,8.0,7.7,-1.9,-4.1,9.2,-35.5,5.8,-20.4
CC(C)(C)c1ccc(-c2nc(C#N)c(NCc3ccncc3)o2)cc1,-1.7,2.9,-22.4,5.3,5.0,14.8,2.6,-7.4
CN1C(C(=O)NCCc2cccs2)CC2Cn3c(nc4cc5ccccc5cc43)C21 (centres undefined),-6.7,4.4,13.1,0.6,15.6,10.4,-23.0,-1.5
Cc1ccccc1-c1nc2cc(Cl)ccc2c(=O)o1,11.3,-1.7,13.5,-15.3,12.9,14.4,2.9,2.9
Cc1noc(C)c1COc1ccc(C(=O)OCC(=O)c2ccc3c(c2)OCCO3)cc1,13.4,0.9,-10.1,2.4,-4.9,1.2,2.6,5.3
